# miR-122 sensor: inhibitors of miR-122 in Huh7 cells | Huh7 miR-122 Renilla luciferase sensor, 48 h; neutral wells = 0, positive control = 100 | 340,000 tested, 0.3% active | activation (reporter increase), % at 12.5 µM;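 active means mean replicate activation score at least 90 and every replicate individually at or above 90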;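 further: higher luciferase means less miR-122 activity so hits act as miR-122 inhibitors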
# Cneo AK release: Cryptococcus neoformans lysis via adenylate kinase release; C. neoformans lysis, adenylate kinase release luminescence, 4 h; normalised: neutral wells 0, clomiphene wells 100; lysis activity, % at 15 µM; 360,000 tested, 0.2% active; AID 651654;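 active means mean lysis activity across replicates of at least 80%, whatever share of replicates individually reach that level; inactive means mean lysis activity below 80%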
#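 Material: C. neoformans cells | Amount: Yeast cell density of 5 × 10^6 cells/mL | Medium: Fresh YPD growth medium | Dosing: Single dose | Times: Static 4 h at 37 °C with compound, 1 h detection | Detection: AK luminescence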
# PGC1a acetyl inh: PGC1a acetylation modulation, inhibitor mode. U2OS PGC1a acetylation, AlphaScreen anti-acetyl-lysine; with virally co-expressed GCN5 acetyltransferase. 350,000 tested, 0.17% active. inhibition, % at 15.6 µM. AID 651687;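 active means every replicate shows inhibition of at least 40%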;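 further: 0% = neutral control wells and 100% = positive control wells; some results beyond the cut were filed as inactive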
# PglD inh: PglD (C. jejuni) enzyme inhibition. purified PglD enzyme, DTNB colorimetric CoA detection. inhibition, % at 12.5 µM. 360,000 tested, 0.098% active; in the data active means inhibition above about 16%, passing the limit was not always enough; further: strong numbers were not always called active
# CFTR F508del cor: CFTR F508del correction in bronchial cells | AID 720511 | 350,000 tested, 0.36% active | activity (quench increase), % at 7.58 µM | CFBE cells, YFP halide quenching; stimulated with forskolin plus potentiator P3; % fluorescence drop versus neutral controls;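 active means mean added fluorescence quench of at least 8% versus neutral control, with both replicates also reaching 8%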;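 further: cells transiently co-express mutant CFTR-F508del with the halide-sensitive YFP; corrector assay measuring rescue of mutant channel to the surface after 24 h compound exposure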
# FN deposition inh: fibronectin deposition inhibition; AH1F fibroblasts, Alexa488-fibronectin deposition fluorescence, overnight; inhibition, % at 12.6 µM; 350,000 tested, 0.086% active; AID 743247;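 active means mean inhibition across replicates of 30% or more, regardless of how many single replicates reach that level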;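 further: positive control wells lacked labelled fibronectin entirely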
#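 Measured by – fluorescence 485/525 nm · System – AH1F fibroblast monolayer, labelled fibronectin deposition · Amount – 10000 cells per well · Buffer or medium – serum-reduced DMEM (2% serum) · Doses – single dose, pinned · Also added – fluorescent fibronectin at 24 nM final · Schedule – 1 h cell attachment, overnight exposure to compound and label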
# GSIS activator: primary screen for activators of insulin secretion dependent on glucose, INS-1E cells, GLuc reporter luminescence. activation, % at 16.6 µM. 370,000 tested, 0.61% active. INS-1E GLuc reporter insulin secretion, 2-3 h;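 active means lowest replicate activation of at least 40%, so every replicate reaches that level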;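 further: 0% = median of neutral control wells and 100% = median of IBMX positive control wells; some compounds called inactive have numbers as strong as hits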
# C2C12 statin: suppression of simvastatin myotoxicity. 330,000 tested, 0.78% active. rescue of ATP level, % at 7.49 µM. C2C12 myotubes + simvastatin, ATP luminescence, 48 h; scaled: DMSO 0, geranylgeraniol control 100. AID 602340;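 active means mean ATP rescue above about 67%, or every replicate alone reaching that limit, limit read from the data, passing the limit was not always enough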;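 further: myotubes were challenged with 10 µM simvastatin during compound exposure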
# The depositor's hits bear a star; . = no result given; [ ] = remark or other dose.
(1) C[C@H]1CN([C@@H](C)CO)C(=O)Cc2cc(NC(=O)Cn3cnnn3)ccc2O[C@@H]1CN(C)CC1CCCCC1
(2) NCCCC[C@H](N)c1nnc([C@H](CC(=O)O)NC(=O)C2CCNCC2)o1
(3) COc1ccccc1-n1c(SCC(=O)N2CCOCC2)nc(O)cc1=O
(4) CS(=O)c1ccccc1O (stereo unspecified)
(5) CS(=O)(=O)N1N=C(c2cccs2)CC1c1ccccc1 (stereo unspecified)
(6) COc1ccccc1NC(=O)C1CCCN1C(=O)NC1CCCCC1 (stereo unspecified)
(7) CN1CCN(NS(=O)(=O)c2ccc(Cl)cc2)CC1
(8) NC(=O)C1(c2ccccc2)CCCN1C(=O)c1ccc(Br)cc1 (stereo unspecified)
assay / entry,1,2,3,4,5,6,7,8
miR-122 sensor,-2[16.7 µM],.,-3,.,14,1,-6,4
Cneo AK release,37,2,1,3,1,2,2,3
PGC1a acetyl inh,-2,.,2,.,-21,.,1,-1
PglD inh,-3,-1,1,-4,-5,3,2,1
CFTR F508del cor,0.2,-2.2,-0.6,-3.5,-1.0,-0.1,0.5,-1.7
FN deposition inh,-3,0,3,-2,-2,0,2,-12
GSIS activator,1,-5,4,-12,7,2,6,3
C2C12 statin,20,-6,-2,.,6,-7,14,-17

(9) Cc1cccc(/C=N\Nc2cn[nH]c(=O)c2Cl)c1
(10) CC(=O)N1CC(=O)N(CC(=O)Nc2ccc(Br)cc2)C1=S
(11) COc1cc(OC)c(OC)cc1CN1CCN(Cc2ccco2)CC1
(12) CNc1ccc(Br)cc(C(=O)/C=C/c2cccc(OC)c2OC)c1=O
(13) CN(C)C(CNC(=O)c1cc(Br)c(Br)s1)c1ccco1 (stereo unspecified)
(14) CCN(CC)S(=O)(=O)c1ccc(C(=O)NC(=S)N2CCN(c3ccccc3O)CC2)cc1
(15) CCn1c(SCC(=O)Nc2cc(C)on2)nnc1-c1ccc(S(=O)(=O)N2CCCC2)cc1
(16) OC[C@@H]1[C@H](c2ccc(Br)cc2)[C@@H]2CN(Cc3cncnc3)CCCCN12
assay / entry,9,10,11,12,13,14,15,16
miR-122 sensor,-3,-4,.,13,5,-5,-1,8[16.7 µM]
Cneo AK release,-1,-2,1,-2,2,-1,1,1
PGC1a acetyl inh,-5,-4,.,2,-5,.,0,-2
PglD inh,5,3,-8,-4,-2,-2,4,-2
CFTR F508del cor,.,1.3,-1.4,.,0.4,-1.6,.,-1.4
FN deposition inh,5,-6,-2,.,1,0,1,-5
GSIS activator,3,3,-2,.,-14,.,17,9
C2C12 statin,102*,1,3,1,7,37,-4,6

(17) Cc1ccc(CN2C(=O)C(Cc3ccccc3)Nc3ncnc(N4CCN(c5ccccc5)CC4)c32)cc1 (stereo unspecified)
(18) CC(=O)Nc1ccccc1Nc1cc(C#N)c(C#N)cc1[N+](=O)[O-]
(19) NC(CCC(=O)O)C12CC3CC(CC(C3)C1)C2 (stereo unspecified)
(20) CCc1nc2c(OCc3cc(Cl)cc(Cl)c3)cccn2c1N(C)C(=O)c1ccc(OC)cc1
(21) O=C1C=C(c2cccc(Cl)c2)C[C@@H](c2ccc(Cl)cc2)C1
(22) CC(=O)Nc1ccc(C(=O)COC(=O)CCS(=O)(=O)c2ccccc2)cc1
(23) CN(CC(=O)Nc1ccc(F)cc1)c1ccc(S(=O)(=O)N2CCCCC2)cc1[N+](=O)[O-]
(24) CN(CCOC(=O)c1ccc2c(c1)OCCO2)C(C)(C)C
assay / entry,17,18,19,20,21,22,23,24
miR-122 sensor,-7,-1,-2,-7,-3,.,-5,4
Cneo AK release,-1,-2,-1,0,1,2,-2,4
PGC1a acetyl inh,-13,.,2,.,-1,.,-2,3
PglD inh,5,-1,0,-1,5,6,-2,5
CFTR F508del cor,0.0,.,-0.4,-2.2,1.6,1.7,.,.
FN deposition inh,-8,2,-19,0,3,-2,0,.
GSIS activator,.,.,6,-30,.,-2,-22,3
C2C12 statin,14,.,8,-20,15,-12,-1,.

(25) CCCCn1nnnc1SCC(=O)NNC(=O)C1CCCCC1
(26) CC(C)c1ccc(N(CC(=O)N2CCOCC2)S(C)(=O)=O)cc1
(27) COCC(=O)Nc1ccc2c(c1)[C@H]1C[C@H](CC(=O)NCc3ccc4c(c3)OCO4)O[C@H](CO)[C@H]1O2
(28) C[C@@H]1CN([C@H](C)CO)C(=O)c2cc(NC(=O)C3CCCCC3)ccc2O[C@@H](C)CCCCO[C@H]1CN(C)S(=O)(=O)c1ccccc1
(29) COCCn1c(N)c(C(=O)c2cccc(S(=O)(=O)N3CCCCCC3)c2)c(=O)[nH]c1=O
(30) C[C@@H]1CN([C@H](C)CO)C(=O)c2cc(NC(=O)c3ccncc3)ccc2O[C@@H](C)CCCCO[C@@H]1CN(C)CC1CC1
(31) COc1ccc(NC(=S)N2CCC(C(=O)c3ccc(C)cc3)CC2)c(OC)c1
(32) CC12CC(c3ccccc3O1)C(C(=O)NCc1ccccc1)C(=O)N2 (stereo unspecified)
assay / entry,25,26,27,28,29,30,31,32
miR-122 sensor,-7,-5,-5[16.7 µM],3[16.7 µM],1,-3[16.7 µM],-2,-2
Cneo AK release,1,-1,2,-1,-1,-5,-2,0
PGC1a acetyl inh,-2,4,6,-10,2,1,7,-5
PglD inh,3,3,2,-4,-2,-1,1,4
CFTR F508del cor,.,-2.2,1.5,-2.4,-4.5,-0.9,0.2,.
FN deposition inh,.,1,2,7,-3,.,1,.
GSIS activator,.,1,3,-11,-3,6,-16,.
C2C12 statin,51,5,3,.,9,23,27,5

# Laid out differently: entries from further up
24) CN(CCOC(=O)c1ccc2c(c1)OCCO2)C(C)(C)C
  miR-122 sensor: 4
  Cneo AK release: 4
  PGC1a acetyl inh: 3
  PglD inh: 5
  CFTR F508del cor: .
  FN deposition inh: .
  GSIS activator: 3
  C2C12 statin: .
10) CC(=O)N1CC(=O)N(CC(=O)Nc2ccc(Br)cc2)C1=S
  miR-122 sensor: -4
  Cneo AK release: -2
  PGC1a acetyl inh: -4
  PglD inh: 3
  CFTR F508del cor: 1.3
  FN deposition inh: -6
  GSIS activator: 3
  C2C12 statin: 1

# Further records follow:
(33) O=S(=O)(Nn1cnnc1)c1ccc(F)cc1
(34) Cc1ccc(S(=O)(=O)N2CCN(c3ccc([N+](=O)[O-])c(NCCN4CCOCC4)c3)CC2)cc1
(35) O=C(OCc1ccccc1C(F)(F)F)c1ccc(Br)c(S(=O)(=O)N2CCOCC2)c1
(36) c1ccc(CSc2nnc(-c3cccs3)n2Cc2ccco2)cc1
(37) C[C@H]1CN([C@@H](C)CO)C(=O)Cc2cc(NC(=O)Nc3ccccc3)ccc2O[C@@H]1CN(C)C(=O)Nc1ccccc1
(38) Cc1nn(-c2ccccc2)c2c1C(c1c(C)[nH]c(C#N)c1C)C(C#N)=C(N)O2 (stereo unspecified)
(39) CC(=O)c1ccc(-c2ccc(C(=O)N(C)c3c(N)n(Cc4ccccc4)c(=O)[nH]c3=O)o2)cc1
(40) CCc1ccc(Nc2nc(N)nc(CSc3nnnn3-c3ccccc3)n2)cc1
assay / entry,33,34,35,36,37,38,39,40
miR-122 sensor,9,-1,-3,38,5[16.7 µM],6,.,5
Cneo AK release,.,-1,0,1,-1,-5,4,-1
PGC1a acetyl inh,-4,-3,-9,.,.,1,.,-5
PglD inh,.,-11,-5,-4,0,3,2,-5
CFTR F508del cor,-1.5,-1.5,0.6,.,-2.2,.,-1.8,.
FN deposition inh,1,-4,-9,-15,.,.,10,.
GSIS activator,8,.,-5,.,0,.,-9,.
C2C12 statin,.,.,7,1,6,2,0,-19

(41) C(=N\n1cnnc1)/c1cccnc1
(42) Cc1cc(C)c2cc(CN(Cc3cccs3)Cc3nnnn3CC3CCCO3)c(=O)[nH]c2c1 (stereo unspecified)
(43) O=C(c1ccc(F)cc1)N1CCN(C(=O)c2ccc([N+](=O)[O-])cc2)CC1
(44) CCO/C=C1/C(=O)N(c2ccccc2OC)C(=O)c2ccccc21
(45) CC(=O)Nc1ccc(C(=O)OCC(=O)N(Cc2ccccc2)C(C)(C)C)cc1
(46) CCOC(=O)c1ccc(NC(=O)NCCN2CCCCC2)cc1
(47) O=C(NNC(=S)Nc1ccc(Br)cc1)c1ccc(N2CCOCC2)c([N+](=O)[O-])c1
(48) O=C(C1CCCCC1)N1CC(=O)N2[C@H](C1)[C@H](c1ccc(Br)cc1)[C@@H]2CO
assay / entry,41,42,43,44,45,46,47,48
miR-122 sensor,0,.,.,-4,3,-6,-3,.
Cneo AK release,3,0,.,1,-1,-2,0,.
PGC1a acetyl inh,-7,27,-3,5,.,5,0,-11
PglD inh,9,1,.,2,-2,2,-3,.
CFTR F508del cor,.,-1.0,0.4,-1.7,.,.,.,-0.5
FN deposition inh,8,.,2,8,.,.,.,-8
GSIS activator,.,19,-8,12,6,.,-23,2
C2C12 statin,-6,-17,.,14,0,.,.,.

# Record cards, from the list above. Values in the order: miR-122 sensor	Cneo AK release	PGC1a acetyl inh	PglD inh	CFTR F508del cor	FN deposition inh	GSIS activator	C2C12 statin
# Record of CC12CC(c3ccccc3O1)C(C(=O)NCc1ccccc1)C(=O)N2 (stereo unspecified) = -2	0	-5	4	.	.	.	5
# Record of Cc1ccc(CN2C(=O)C(Cc3ccccc3)Nc3ncnc(N4CCN(c5ccccc5)CC4)c32)cc1 (stereo unspecified) = -7	-1	-13	5	0.0	-8	.	14

# Following part
(49) Cn1c2ccccc2c(=O)c2cc(C#Cc3cccc(N)c3)ccc21
(50) O=C(NCc1ccc(F)cc1)C1C2C=CC3(CN(Cc4cccnc4)C(=O)C13)O2 (stereo unspecified)
(51) C#CCOCC1CNC(=S)O1 (stereo unspecified)
(52) CC12CCC3(CO)COC(c4ccccc4O1)C2C3 (stereo unspecified)
(53) Cn1c(=O)c2cc(NC(=S)NCc3ccccc3F)ccc2n1Cc1ccc(F)cc1
(54) CN1CCN(C(=O)C23CCC(C)(C(=O)C2Br)C3(C)C)CC1 (stereo unspecified)
(55) COc1ccc(/C=N/OCC(=O)N2CC3(C)CC2CC(C)(C)C3)cc1OC (stereo unspecified)
(56) C[C@@H]1CN([C@@H](C)CO)S(=O)(=O)c2ccc(C#C[C@@H](C)O)cc2O[C@H]1CN(C)C(=O)CC1CC1
assay / entry,49,50,51,52,53,54,55,56
miR-122 sensor,6,1,4,.,12,.,-1,0[16.7 µM]
Cneo AK release,5,116*,0,-1,0,.,0,1
PGC1a acetyl inh,.,3,.,3,-2,-3,-1,4
PglD inh,-2,3,-2,9,0,.,-1,2
CFTR F508del cor,.,.,-1.8,.,3.1,-3.2,.,1.7
FN deposition inh,.,7,-2,-29,-14,2,-1,-1
GSIS activator,.,11,1,.,-3,-7,.,11
C2C12 statin,6,.,1,.,2,-12,10,3

(57) c1ccc(CCOn2ccnc2)cc1
(58) CCOC(=O)C1(Cc2cccc(OC)c2)CCN(Cc2cnc(N)nc2)CC1
(59) C[C@@H]1CN([C@@H](C)CO)C(=O)Cc2cc(NC(=O)CCN3CCOCC3)ccc2O[C@H]1CN(C)Cc1ccc(Oc2ccccc2)cc1
(60) COC(=O)c1ccccc1Oc1nc(Cl)cc(OC)n1
(61) CCC(=O)N1CC[C@@H]2[C@H]1c1cc(C#Cc3ccc(OC)cc3)ccc1N[C@@H]2CO
(62) CSc1nc2sc3c(c2c(=O)n1CC(C)C)CC(C)(C)OC3
assay / entry,57,58,59,60,61,62
miR-122 sensor,-3,-2,-22[16.7 µM],3,-10[16.7 µM],-7
Cneo AK release,5,.,50,2,-4,2
PGC1a acetyl inh,-6,-12,0,1,17,4
PglD inh,-1,.,-1,1,-1,3
CFTR F508del cor,2.7,-0.5,-3.8,.,2.2,-1.1
FN deposition inh,8,-1,.,7,-10,3
GSIS activator,9,-18,-17,41,4,10
C2C12 statin,4,.,-4,-1,4,.
